PvdQ inh: blocks Pseudomonas aeruginosa PvdQ acylase activity; purified PvdQ acylase, fluorescence plate reader; inhibition, % at 10 µM; hit rate 0.063% among 340,000; in the data active = inhibition above about 30%, passing the limit was not always enough; inconclusive = no clear call, values can overlap the other calls;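 also: 0% = vehicle neutral wells and 100% = reference inhibitor wells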
Rtt109 Vps75: blocks Candida albicans Rtt109/Vps75 acetyltransferase activity. purified Rtt109/Vps75, ThioGlo CoA-SH fluorescence, 4 h. inhibition, % at 34.9 µM. hit rate 0.16% among 330,000;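 active = inhibition of at least 50% in every replicate; inconclusive = best replicate reaches 50% inhibition but some replicates fall short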
PfHsp90 yeast 2: growth inhibition of yeast expressing Plasmodium Hsp90; S. cerevisiae expressing PfHsp90, BacTiter-Glo ATP, 48 h; yeast lacking PDR1 and PDR3 efflux regulators; inhibition, % at 9.4 µM; hit rate 0.32% among 310,000;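 active = every replicate shows inhibition above about 80%, whatever the replicate mean, limit read from the data; inconclusive = mean inhibition reaches the set limit but some replicate falls short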;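 also: 0% = DMSO neutral controls and 100% = 20 µM radicicol positive controls; yeast relying on Plasmodium falciparum Hsp90 in place of its own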
dFosB activator: mouse delta FosB homodimer activation. P13346. purified delta FosB, TAMRA-CDK5 oligo fluorescence polarization; percent of positive-control signal above neutral wells. activation, % at 25 µM. hit rate 0.99% among 340,000;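 active = mean activation above about 17%, with every replicate also reaching it, limit read from the data, passing the limit was not always enough; inconclusive = only one of the two conditions met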;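 also: fluorescence polarization rise as delta FosB binds a TAMRA Cdk5 AP-1 oligo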
Target sequence (P13346 whole entry, looked up): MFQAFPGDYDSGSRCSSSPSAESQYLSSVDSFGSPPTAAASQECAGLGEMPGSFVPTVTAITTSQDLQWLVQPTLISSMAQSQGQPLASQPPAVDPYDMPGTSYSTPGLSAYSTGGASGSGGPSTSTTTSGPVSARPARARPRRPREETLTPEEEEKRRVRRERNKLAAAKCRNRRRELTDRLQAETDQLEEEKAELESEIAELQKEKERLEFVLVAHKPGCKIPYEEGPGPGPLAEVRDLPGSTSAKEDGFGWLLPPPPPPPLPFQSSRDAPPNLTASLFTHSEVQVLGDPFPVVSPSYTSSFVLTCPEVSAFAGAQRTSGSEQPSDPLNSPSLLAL
cardiac RTF act: increases calcium sensitivity of human cardiac regulated thin filaments; activation, % at 7.2 µM; P19429+P45379; IANBD-labeled TnC RTF fluorescence at EC20 calcium; 0% EC20 calcium, 100% full calcium; AID 493008; hit rate 0.24% among 340,000;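 active = activation above the mean over all tested compounds plus 3 SD, cut at about 30% in these data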;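 also: rise in fluorescence read as greater calcium sensitivity of cardiac thin filaments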
C-LANA FP: inhibitors of KSHV LANA C-terminal domain DNA binding | hit rate 0.078% among 340,000 | AID 504423 | inhibition, % at 9 µM | MBP-C-LANA/FAM-LBS DNA binding, fluorescence polarization;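 active = highest replicate inhibition at or above 60% at 9 µM, even if other replicates fall short; inactive = all replicates below 60% inhibition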;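 also: 0% = neutral control wells and 100% = 4 µM acridine orange control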
Mot1-301 SUMO: inhibitors of SUMOylation pathway: yeast Mot1-301 growth rescue; S. cerevisiae Mot1-301 growth rescue, ATP luminescence, 38.5C; percent above DMSO median, 100 means doubled; growth rescue, % at 18.8 µM; hit rate 1% among 320,000;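 active = every valid replicate shows activation above 250% relative to neutral control wells; inactive = the rest, any valid replicate at or below 250%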;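 also: OY570 slx delta 5 strain wells were the positive control but not used for scaling; some compounds called inactive have numbers as strong as hits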
CDK5 p35 inh: CDK5/p35 (human) kinase inhibition. inhibition, % at 10 µM. hit rate 0.01% among 330,000. Q00535+Q15078. Recombinant CDK5/p35, ADP-Glo luminescence, 60 min;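 active = highest replicate inhibition of at least 50% and at least 75% of replicates reaching 50%; inconclusive = only one of the two criteria met; inactive = both criteria failed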;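 also: plate controls were DMSO neutral control for no effect and GW8510 at 10 µM for full effect; many of its hits are not listed in these tables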
Target sequence (Q00535 whole entry, looked up): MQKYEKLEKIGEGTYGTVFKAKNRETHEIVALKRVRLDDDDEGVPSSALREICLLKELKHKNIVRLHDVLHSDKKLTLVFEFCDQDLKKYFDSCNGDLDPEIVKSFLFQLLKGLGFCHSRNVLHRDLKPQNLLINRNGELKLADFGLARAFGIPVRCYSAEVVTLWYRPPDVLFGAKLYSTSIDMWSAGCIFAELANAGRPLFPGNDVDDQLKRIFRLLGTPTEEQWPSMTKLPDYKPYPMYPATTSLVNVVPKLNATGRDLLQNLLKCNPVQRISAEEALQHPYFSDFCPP
Target sequence (Q15078 whole entry, looked up): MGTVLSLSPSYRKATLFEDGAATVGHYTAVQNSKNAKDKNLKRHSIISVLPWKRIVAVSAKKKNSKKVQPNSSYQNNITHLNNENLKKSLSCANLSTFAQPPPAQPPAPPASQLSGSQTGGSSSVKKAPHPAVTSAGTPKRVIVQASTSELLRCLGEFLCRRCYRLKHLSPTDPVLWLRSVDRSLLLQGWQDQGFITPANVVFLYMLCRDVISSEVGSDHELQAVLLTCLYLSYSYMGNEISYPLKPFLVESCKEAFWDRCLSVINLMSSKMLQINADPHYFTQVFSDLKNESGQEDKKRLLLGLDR
RTF Ca sens inh: cardiac RTF calcium desensitization; IANBD-labeled cardiac RTF, Ca2+ fluorescence; hit rate 0.12% among 340,000; P19429+P45379; inhibition, % at 7.15 µM;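 active = inhibition above the mean inhibition of all tested compounds plus 3 SD, cut at about 17% in these data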;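 also: assay run at fixed EC70 calcium of 1.6 mM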
Keap1 Nrf2 FP: inhibitors of human Keap1-Nrf2 protein-protein interaction. Q14145. Keap1 Kelch-Nrf2 peptide fluorescence polarization, 1536-well. inhibition, % at 9.4 µM. hit rate 0.15% among 340,000. AID 504523; in the data active = inhibition above about 12%; inconclusive = no clear call, values can overlap the other calls; inactive = below about 7.3%;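 also: human Keap1 Kelch domain with fluorescein labeled Nrf2 9mer peptide probe; 0% = neutral control wells and 100% = peptide positive control; higher means more block of Keap1 binding to Nrf2 peptide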
NSD2 inh: blocks human histone methyltransferase NSD2; O96028; NSD2 peptide methylation, AlphaScreen, 120 min; inhibition, % at 12.5 µM; hit rate 0.54% among 310,000; in the data active = inhibition above about 50%
Numbers without * were called inactive; u = inconclusive; x = no result given.

The line under a structure holds: PvdQ inh	Rtt109 Vps75	PfHsp90 yeast 2	dFosB activator	cardiac RTF act	C-LANA FP	Mot1-301 SUMO	CDK5 p35 inh	RTF Ca sens inh	Keap1 Nrf2 FP	NSD2 inh
COc1cccc(/C=N/NC(=O)c2ccc(COc3ccc(Cl)cc3Cl)o2)c1
→ -8	-2	-8	-1	-3	-0.1	322*	0.3	-13	1	1
Nc1ccccc1-n1cccc1
→ -18	1	-4	1	x	-0.8	315*	-1.2	x	-6	1
Cc1ccc(C(=O)NCc2ccc(Cl)c(Cl)c2)o1
→ -3	2	-19	-18	2	-0.5	-10	1.8	0	-2	9
OCC1(CCc2ccccc2)CCN(Cc2cnc(N3CCCC3)s2)CC1
→ -5	-18	-4	-14	13	-1.2	8	-0.1	-7	-4	2
N/C(=N\OC(=O)CCC(=O)O)c1ncc(C(F)(F)F)cc1Cl
→ -1	-5	-16	8	2	-5.5	207	-0.5	4	2	-2
O=S(=O)(c1ccccc1)N1CCN(c2nc3ccccc3s2)CC1
→ -15	5	-2	3	6	-0.2	453*	1.3	-18	-4	9
Cc1ccc(S(=O)(=O)N2CCC(=O)N(CCOC(=O)Nc3ccc(C)c(C)c3)CC2)cc1
→ -10	10	-3	-9	11	-1.3	0	1.9	-4	-5	x
O=C(CCCN1C(=O)c2ccccc2C1=O)N1CCOCC1
→ -13	-8	-4	0	-1	-0.5	14	0.3	-4	4	2
Cc1ccc(C(=O)CC(SCC(=O)O)c2ccc([N+](=O)[O-])cc2)cc1 (configuration not stated)
→ -3	-50	-6	5	0	0.3	27	0.3	-1	-7	10
CC1(C)CC(NC(=O)Nc2ccc([N+](=O)[O-])cc2)CC(C)(C)N1
→ 5	5	4	2	-8	1.2	-5	0.7	1	-2	-2
CCCCOC(=O)Nc1nc(CC(=O)OCC)cs1
→ 9	13	8	-5	2	-2.3	-16	-0.3	-5	-4	x
O=C(NCc1ccccc1)NC1(C(=O)N2CCN(c3ncccn3)CC2)CCCCC1
→ -9	3	-8	-6	10	-0.7	9	1.7	-3	-7	0
Cc1ccc(S(=O)(=O)NC(CC(=O)NCc2ccco2)c2ccco2)cc1 (configuration not stated)
→ 4	1	37	-8	0	-0.8	0	-0.6	-1	-2	2
COc1ccc(S(=O)(=O)Nc2cc3c4c(oc3c3ccccc23)CC(C)(C)CC4=O)cc1
→ 3	7	x	-8	0	1.5	-4	-0.3	2	-2	0
COCCNC(=O)/C(C#N)=C/c1ccc2c(c1)OCO2
→ -6	-1	-27	2	-1	-1.8	-10	1.2	-20	0	x
CC(C)CNC(=O)C1CCN(S(=O)(=O)c2ccc(-n3cnnn3)cc2)CC1
→ -7	-9	-100	-9	-5	0.0	-10	-3.2	-8	2	6
N#Cc1cc(Cl)c(NCC2CCCO2)cc1C#N (configuration not stated)
→ -13	3	-17	0	-3	1.5	105	-1.5	-1	2	-1
Cc1cccnc1
→ -7	-3	19	-7	0	-0.3	-15	1.2	-5	-3	x
Cc1ccc(NC(=O)CCC(=O)NNC(=O)Cc2ccccc2)cc1C
→ -3	x	14	-3	1	0.2	7	5.6	2	-3	-2
Cc1c(C(=O)N/N=C/c2ccncc2)nnn1-c1nonc1N
→ -19	-8	-19	1	10	0.5	x	1.4	7	1	0
CN(C)CCCNC(=O)CCc1nc2ccccc2c(=O)[nH]1
→ -12	-2	19	2	-3	-1.9	-10	-1.0	0	-1	0
COc1ccc2nc(C)cc(SCC(=O)Nc3c(C)cccc3C)c2c1
→ 2	14	-14	73*	5	-0.6	-5	0.8	6	1	-2
COc1ccc(CC(=O)N/N=C(\C)CC(=O)Nc2ccc3c(c2)OCCO3)cc1
→ -10	4	2	-10	0	2.4	-4	-6.1	-3	-4	0
CCc1ccc2[nH]c(=O)c(CN(CCCN3CCOCC3)C(=O)Nc3ccc(F)cc3)cc2c1
→ 2	23	4	-9	-3	-3.1	x	0.1	-1	-3	x
COc1cc(C2C3=C(CCCC3=O)Nc3ccc4ncccc4c32)ccc1O (configuration not stated)
→ -17	-8	-31	-25	12	2.9	5	-2.7	-16	-3	-5
CCCCC(=O)Nc1cnc(NC(=O)c2ccco2)cc1C
→ -3	-16	-13	-2	-4	1.3	-6	1.3	5	3	-2
Fc1cccc(F)c1/C=N/NC(=S)Nc1cccnc1
→ -10	-3	30	-8	7	-0.5	-9	-1.2	-16	-6	1
C/C(NC1CCCCC1)=C(/C#N)C(=O)NCCN1CCOCC1
→ -12	2	0	-7	1	-1.1	2	2.0	-5	-5	-3
O=S(=O)(c1cccs1)N1CCN(CC(O)COc2cccc(Br)c2)CC1 (configuration not stated)
→ 4	0	6	-5	-1	-1.0	-21	0.0	-1	-2	-1
COc1cc(C(=O)Nc2nnc(SC)s2)c([N+](=O)[O-])cc1OC
→ -5	0	19	4	-4	-0.3	x	0.6	-3	5	1
O=C(Oc1cccc(OC(=O)c2ccco2)c1)c1ccco1
→ -13	4	-5	4	-3	-1.1	-2	-1.2	-12	-5	0
O=C(NCC(c1cccs1)N1CCOCC1)c1ccc(OCc2ccccc2)cc1 (configuration not stated)
→ 5	8	12	-10	1	-0.6	8	-0.2	1	1	5
O=C1CC(Sc2cccs2)C(=O)N1c1ccccc1 (configuration not stated)
→ -12	2	27	1	6	0.8	79	0.8	-4	4	-2
CC(C)(C)n1ncc2c(=O)n(Cc3ccccc3Br)cnc21
→ -2	5	5	7	-5	-2.8	-7	-0.1	-5	-2	x
Cc1ccc(N(CC(=O)NC2CCCCCC2)S(=O)(=O)c2c(C)nn(C)c2C)cc1
→ 11	3	x	-3	-1	-1.1	-8	1.9	-4	5	x
COc1ccccc1NC(=S)N(Cc1ccco1)Cc1cc2cc(C)ccc2[nH]c1=O
→ -4	-4	-35	u	0	-1.1	-9	-0.2	-10	-8	0
COc1ccc(C)cc1NC(=O)CN(C)C1CCCCC1
→ -6	-5	-19	-3	5	-1.4	3	-2.2	-3	2	2
CCc1ccc2[nH]c(O)c(N=Nc3nc(-c4ccccc4)cs3)c2c1
→ 1	-4	3	-13	0	0.7	278	1.1	-3	0	3
O=C(Nc1nc2c(s1)CCCC2)C1CCCN1C(=O)c1cccs1 (configuration not stated)
→ 9	14	x	1	-3	0.4	-12	0.1	9	-2	6
Clc1ccc(-c2noc(CN(Cc3ccccn3)CC3CCCO3)n2)cc1 (configuration not stated)
→ -7	-18	28	-11	3	-0.4	-7	-2.8	9	-5	-1
N#Cc1ccc(C(c2nnnn2CCc2ccccc2)N2CCCCCC2)cc1 (configuration not stated)
→ 0	-7	13	-13	1	1.5	441	-0.8	-1	3	x
COc1cc(OC)c2c(-c3cccc(-c4cccc(N)c4)c3)cc(=O)oc2c1
→ -3	1	-20	-3	-3	1.2	x	0.7	1	2	x
COc1ccc(-n2nc(C)cc2Nc2ccccc2C(=O)O)cc1
→ 7	16	-5	0	10	-0.5	29	-0.9	-5	0	-2
O=C1CC(N2CCN(C(c3ccccc3)c3ccccc3)CC2)C(=O)N1 (configuration not stated)
→ -10	1	5	6	8	1.4	-6	-1.3	0	-1	1
O=C(CSc1nncs1)NCCNC(=O)CSc1nncs1
→ 7	-1	x	-2	-4	0.4	-10	0.1	-7	-1	1
CCCN1CCN(S(=O)(=O)c2cn(C)nc2C)CC1
→ -11	-10	8	0	9	7.7	-12	-0.7	-9	4	3
O=C(NCCC1=CCCCC1)c1cc(S(=O)(=O)N2CCOCC2)ccc1Cl
→ -2	1	-10	-6	-3	0.3	-4	-0.3	-9	-4	1
COC(=O)CSc1nnc(NC(=O)c2ccc3c(c2)OCO3)s1
→ -7	-1	-12	9	2	0.7	-16	-0.8	6	1	-1
O=C1Nc2c(Br)cccc2C1=O
→ -12	-6	-37	-5	-8	-0.3	16	-2.3	-9	-6	x
CC[C@H](C)[C@H](NC(=O)OCc1ccccc1)C(=O)OCC(=O)Nc1ccc(N2CCOCC2)cc1
→ -7	10	-20	-10	-8	-0.5	19	0.1	2	-3	1
Cn1ccnc1SCC(=O)Nc1ccc2c(c1)COC2=O
→ 6	2	-7	-4	-7	-0.4	259	-0.7	1	-6	0
O=C(COC(=O)c1ccc([N+](=O)[O-])o1)NC1CCS(=O)(=O)C1 (configuration not stated)
→ -7	1	14	-4	-1	1.7	-2	-1.9	1	-3	74*
O=C(CN1C(=O)c2cccc3cccc(c23)C1=O)N1CCN(c2ccccn2)CC1
→ 11	14	-20	-1	-4	0.1	11	0.8	-2	-2	-1
CCN1C(=O)c2cccc3c(Cl)ccc1c23
→ 17	4	-8	-11	-6	-1.0	-11	1.5	-8	-2	-3
CCOC(=O)CN1CC23C=CC(O2)C(C(=O)Nc2ccc(OC)cc2OC)C3C1=O (configuration not stated)
→ -4	-7	-26	2	-3	0.9	31	0.7	-11	-3	x
Cc1ccc(S(=O)(=O)N2CCOCC2)cc1C(=O)Nc1cc(Cl)ccc1N1CCOCC1
→ -6	-1	11	0	-3	1.0	x	-0.2	-5	4	-1
Cc1cc(=O)[nH]c(SCC(=O)Nc2ccccc2C)n1
→ -12	-7	-96	-5	-1	0.1	0	1.0	-2	-2	1

Compound activity (PubChem)

Rows were taken by chance; 3.2% or so of the library scored in one or more.
